# Compound activity deposited in PubChem by Broad Institute.
# RAD52 anneal inh: RAD52 DNA annealing inhibitors, primary screen, biochemical, FRET, single point, set 2 | DNA repair protein RAD52 homolog (Homo sapiens), P43351 | recombinant RAD52 DNA annealing, FRET fluorescence | inhibition, % at 18.7 µM | 360,000 tested, 0.46% active | AID 651710, 2012;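 active = every replicate showing at least 50% inhibition; inconclusive = mean inhibition at least 50% but not in every replicate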
# Target sequence (P43351 whole entry, looked up): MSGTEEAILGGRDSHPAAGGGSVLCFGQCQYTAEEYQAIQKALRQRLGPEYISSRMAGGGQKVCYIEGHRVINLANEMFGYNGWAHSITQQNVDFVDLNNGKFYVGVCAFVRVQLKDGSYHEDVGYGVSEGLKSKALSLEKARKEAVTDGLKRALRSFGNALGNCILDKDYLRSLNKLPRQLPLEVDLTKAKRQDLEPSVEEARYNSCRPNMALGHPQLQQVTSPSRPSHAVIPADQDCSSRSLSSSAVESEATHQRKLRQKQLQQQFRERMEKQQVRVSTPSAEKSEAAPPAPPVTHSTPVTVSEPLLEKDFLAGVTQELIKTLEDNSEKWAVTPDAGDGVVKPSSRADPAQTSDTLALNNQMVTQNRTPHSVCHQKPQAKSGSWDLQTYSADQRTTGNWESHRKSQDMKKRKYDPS
# CASP6 VEID inh: human caspase-6 inhibitors, primary screen, biochemical, VEID-R110 fluorescence, single point, set 2; inhibition, % at 12.5 µM; 350,000 tested, 0.53% active; AID 686996, 2013; P55212; purified caspase-6, Z-VEID-R110 cleavage fluorescence;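 active = mean inhibition across replicates at least about 35%, with every replicate also reaching that limit, limit read from the data; inconclusive = only one of the two criteria met; inactive = neither criterion met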;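 also: 0% = median of neutral control wells and 100% = no fluorescence left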
# Target sequence (P55212 24-179 limits assumed): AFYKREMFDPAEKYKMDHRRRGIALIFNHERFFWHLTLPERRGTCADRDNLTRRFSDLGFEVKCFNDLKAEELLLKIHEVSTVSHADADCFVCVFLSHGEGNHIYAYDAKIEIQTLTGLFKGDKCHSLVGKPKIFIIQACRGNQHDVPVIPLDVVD
# Target sequence (P55212 194-293 limits assumed): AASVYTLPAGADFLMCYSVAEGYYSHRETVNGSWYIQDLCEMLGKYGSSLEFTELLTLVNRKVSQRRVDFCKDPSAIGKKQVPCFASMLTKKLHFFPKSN
# E-selectin induc: E-selectin induction in HUVECs, primary screen, imaging, HUVEC, immunofluorescence imaging, single point | normalized: neutral wells 0, TNF-alpha wells 100 | activation, % at 7.58 µM | 260,000 tested, 0.37% active;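 active = mean E-selectin-positive cell signal at least 10% of the positive control, reached in at least 60% of replicates, without over 20% cell loss; inconclusive = no rule given, readout overlaps actives, possibly toxicity-flagged; inactive = the rest, including those meeting only one limit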;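 also: in these data hits start at about 27%; measured in HUVEC primary endothelial cells; signal is the percent of cells scored E-selectin positive by PE staining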
#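 Test system: HUVEC; input: 3,000 HUVEC/well; measured by: immunofluorescence imaging; read-out: % PE-positive cells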
# RAD54 inh: inhibitors of human RAD54 branch migration, primary screen, biochemical, fluorescence, single point; RAD54 Holliday junction branch migration, FAM/BHQ fluorescence; AID 602329, 2012; inhibition, % at 10.4 µM; 360,000 tested, 0.14% active; DNA repair and recombination protein RAD54-like (Homo sapiens), Q92698;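 active = mean normalized replicate activity at least 40 and at least half of replicates scoring 40 or more; inconclusive = only one of the two criteria met; inactive = mean below 40 and under half of replicates reaching 40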;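 also: 0% = median of neutral control wells and 100% = median of positive control wells; inhibitors cause a drop in the FAM fluorescence signal; in these data hits start at about 50%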
# XiGFP reactiv: activators of inactive X chromosome reactivation, primary screen, imaging, XiGFP fibroblasts, GFP high-content imaging, set 2 | XiGFP mouse fibroblasts, % GFP-positive cells imaging, 3 d; cells co-treated with 5-aza-dC sensitizer; scaled so ellipticine positive control = 100% | activation, % at 7.58 µM | 360,000 tested, 0.055% active | AID 743238, 2013;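 active = mean normalized replicate activation at least 10% and every replicate at or above 10%; inconclusive = only one of the two criteria met; inactive = mean below 10% and not all replicates reach 10%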;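 also: 0% = median of on-plate neutral control wells and 100% = ellipticine 6 µM median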
#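 Material: XiGFP fibroblasts, SV40-immortalized. Buffer or medium: DMEM plus 5-aza-dC sensitizer. Compound: single concentration per compound, delivered by pin transfer. Times: 3 days compound exposure. Controls: ellipticine 6 µM.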
# CFTR F508del cor: F508del CFTR correction, initial screen, CFBE line, single point | 350,000 tested, 0.36% active | CFBE cells, YFP halide quenching; stimulated with forskolin plus potentiator P3; % fluorescence drop versus neutral controls | activity (quench increase), % at 7.58 µM | AID 720511, 2013;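 active = mean added fluorescence quench of at least 8% versus neutral control, with both replicates also reaching 8%; inconclusive = only one of the mean or replicate conditions met; inactive = mean below 8% and not both replicates reaching 8%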;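 also: cells transiently co-express mutant CFTR-F508del with the halide-sensitive YFP; corrector assay measuring rescue of mutant channel to the surface after 24 h compound exposure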
# DENV2 CPE: inhibitors of DENV2 cytopathic effect, primary screen, cell-based, plate reader, single concentration | CPE inhibition, % at 9.99 µM | AID 651640, 2012 | 350,000 tested, 1.7% active | DENV2-infected cells, cytopathic effect rescue; in the data active = CPE inhibition above about 20%, passing the limit was not always enough; inconclusive = no clear call, values can overlap the other calls; tested in BHK-21 cells;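 also: 0% = median of neutral control wells and 100% = median of positive control wells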
# GSIS activator: GLuc luminescence reporter in INS-1E cells, primary screen for activators of glucose-dependent secretion of insulin; INS-1E GLuc reporter insulin secretion, 2-3 h; activation, % at 16.6 µM; 370,000 tested, 0.61% active; AID 743287, 2014;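 active = lowest replicate activation of at least 40%, so every replicate reaches that level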;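 also: 0% = median of neutral control wells and 100% = median of IBMX positive control wells; some compounds called inactive have numbers as strong as hits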
# An asterisk follows results filed as active; ? = inconclusive; . = not tested or not shown. Compounds were not picked by outcome, and some 3.7% of all compounds hit somewhere here.
Compound	RAD52 anneal inh	CASP6 VEID inh	E-selectin induc	RAD54 inh	XiGFP reactiv	CFTR F508del cor	DENV2 CPE	GSIS activator
COc1ccc(CCNC(=O)C2CCCN2C(=O)Nc2ccccc2)cc1OC (stereo not drawn)	11	2	.	2	0.0	1.0	6	-8
O=S(=O)(Cc1ccccc1)N1CCCCN2[C@H](C1)[C@H](c1ccc(-c3ccncc3)cc1)[C@@H]2CO	2	2	-0.1	-17	0.1	-4.2	-13	-15
O=C(CN1C(=O)/C(=C/c2ccccc2F)Sc2ccccc21)NCc1cccnc1	-4	2	-0.2	.	-0.1	-6.5	2	-13
N=C(N)N1CCc2ccccc21	4	-2	3.1	.	-0.1	-1.0	0	0
O=C(c1ccc(CS(=O)(=O)c2ccc(Br)cc2)o1)N1CCOCC1	-20	1	.	3	0.0	0.2	?	2
COc1ccccc1NC(=O)CN1CCN(c2ccccc2)CC1	-22	9	1.6	4	-0.1	0.6	5	34
Cc1cccc(NC(=O)NCCCCc2ccccc2)c1	-10	1	.	1	0.1	-1.8	1	-20
CCn1nc(CC(C)C)cc1C(=O)N1CCCC(Nc2ccc(F)cc2)C1 (stereo not drawn)	1	2	-1.5	-3	0.1	-4.5	-8	-42
COc1ccccc1-c1cnc2c(Nc3cccc(OC(F)(F)C(F)F)c3)nccn12	-58	-2	-0.1	4	0.0	-2.2	3	79*
Cc1ccc(S(=O)(=O)N(C)C[C@@H]2Oc3ccc(NC(=O)Nc4ccccc4)cc3CC(=O)N([C@@H](C)CO)C[C@H]2C)cc1	30	2	.	3	-1.4	-1.6	-15	-4
CS(=O)(=O)Nc1ccc2c(c1)[C@@H]1C[C@@H](CC(=O)NC3CCCCC3)O[C@@H](CO)[C@@H]1O2	8	0	-0.4	-9	0.2	-0.5	-5	-2
FC(F)(F)c1cc(N2CCNCC2)c2ccccc2n1	-9	-2	-0.1	.	0.1	2.3	-3	.
Cc1ccc(NC(=O)c2ocnc2C)cc1Cl	-9	59*	.	-1	.	2.5	3	-2
CN(C)C(=O)C[C@@H]1C[C@@H]2c3cc(NC(=O)NC4CCCC4)ccc3O[C@@H]2[C@H](CO)O1	-3	0	-0.1	3	0.1	1.1	2	14
COc1ccc(CNC(=O)C[C@@H]2C=C[C@@H](NC(=O)CN(C)C)[C@H](CO)O2)cc1	-1	-5	-0.1	-10	0.7	1.1	1	-1
CCOC(=O)c1c(C)[nH]c(C)c1S(=O)(=O)NCCCN1CCOCC1	-14	-7	.	.	0.2	2.1	-1	-2
COc1ccc(CCNC(=O)Cc2ccsc2)cc1	-5	0	-0.7	-5	-0.1	-1.1	-9	12
COc1cccc(N=Nc2c(C)[nH]n(-c3ccccc3)c2=O)c1	-6	-1	.	1	-0.2	.	-7	.
COCCN1C(=O)COc2ccccc2C1C(=O)Nc1ccc2c(c1)OCCO2 (stereo not drawn)	-16	-3	-0.2	.	0.1	-0.8	-9	3
CCCCCNc1nc2sc3c(c2c(=O)n1-c1cccc(Cl)c1)CCN(C)C3	-22	-3	42*	.	0.0	-3.7	-1	-20
O=C(CSc1nnnn1Cc1ccccc1)c1ccc(F)cc1	-4	6	0.0	-7	0.3	-0.6	-7	-14
COc1ccccc1NC(=O)CSc1nc2ncccc2[nH]1	-10	2	.	-10	.	1.2	3	-1
Cn1cccc1/C=C1\SC(=Nc2ccc(O)cc2)NC1=O	-12	2	0.2	.	0.5	12*	-3	-4
O=C(NCCN1CCc2ccccc2C1)C1CCN(S(=O)(=O)N2CCC3(CC2)OCCO3)CC1	-8	-2	.	.	.	0.7	7	2
O=C(NNc1c(Cl)cc(Cl)cc1Cl)c1n[nH]c(=O)c2ccccc12	0	1	.	3	-0.1	1.8	5	0
NC(=O)c1ccc(NC(=O)CNC(=O)c2sc3ccccc3c2Cl)cc1	-16	-1	2.1	9	0.0	-1.0	-1	4
O=C1NC(=O)c2cc(Oc3ccc([N+](=O)[O-])cc3)ccc21	3	-2	.	-3	0.0	-3.7	-2	.
COc1ccccc1C(=O)NNC(=O)c1ccc(NC(=O)CC(C)C)cc1	-6	-6	.	.	0.0	2.2	6	4
O=C(Nc1ccccc1F)N1C[C@@H]2N[C@H](C1)C2c1ccc(-c2ccccc2)cc1 (stereo partly drawn)	38	5	-0.1	.	0.0	-1.2	2	32
COc1ccc2c3c(n(C)c2c1)[C@@H](CO)NCC31CN(CC2CCOCC2)C1	75*	-20	0.2	.	0.1	1.0	-6	-17
Cc1c(Cl)cccc1NC(=S)N(CCCN1CCOCC1)Cc1ccco1	-12	.	0.7	.	0.0	1.7	.	-13
COc1ccc(/C=C2/SC(=O)N(NS(=O)(=O)c3ccccc3)C2=S)cc1OC	-69	8	.	-3	.	-1.1	-5	49*
CCCc1c(C(=O)N/N=C/c2sccc2C)nnn1-c1nonc1N	-12	1	0.8	-24	0.1	-1.2	2	1
CC(=NCCc1c(C)[nH]c2ccc(OC(F)(F)F)cc12)C1=C(O)CC(c2ccccc2)CC1=O (stereo not drawn)	-9	2	0.1	.	0.0	7.3	-5	-44
C=CCN1C(=O)N[C@@H]2c3ccccc3O[C@@]1(COCc1ccc(OC)cc1)[C@@H]2CO	0	-2	.	5	.	1.6	10	.
Cc1nc(/N=C(\N)NC(=O)c2ccccc2)nc2ccccc12	-31	-2	.	12	.	0.1	.	12
C[C@@H]1CN([C@H](C)CO)C(=O)c2c(c3ccccc3n2C)-c2ccccc2CO[C@H]1CN(C)S(=O)(=O)c1ccc(F)cc1	16	3	-0.5	3	-0.2	2.3	-3	-14
O=C1C(O)CCN1Cc1ccccc1 (stereo not drawn)	-5	-4	0.0	9	0.0	2.4	5	14
O=C(N[C@H]1CCC(=O)N([C@H](CSc2ccc(Br)cc2)Cc2ccccc2)CC1)OCc1ccccc1	-5	2	0.1	-1	0.0	2.6	-18	-31
COC(=O)[C@@H](NC(=O)c1cc(COc2cncc(Cl)c2)on1)c1ccccc1	0	-2	-0.3	-13	0.0	1.0	-1	0
CCc1ccc(C(=O)N/N=C/c2cccc3ccccc23)nc1	-10	1	.	.	0.0	-2.2	.	.
CCN(CC(=O)NCc1ccc(F)cc1)C(=O)CN1CCN(c2ccc(OC)cc2)CC1	-7	-3	0.0	6	0.0	-3.1	-5	1
CN1CCN(C(=S)NC(=O)c2cccc([N+](=O)[O-])c2)CC1	-8	4	-0.3	-16	0.0	2.1	-1	4
CCN(c1ccccc1)S(=O)(=O)c1ccc(OC)c(OC)c1	-2	-3	.	.	.	1.3	2	55*
C[C@H](O)[C@H](O)[C@H]1CNc2nc(N)[nH]c(=O)c2N1	-12	10	1.5	0	0.0	-1.8	0	14
Cc1noc(C)c1S(=O)(=O)Nc1ccc2c(c1)C(=O)N([C@@H](C)CO)C[C@H](C)[C@H](CN(C)Cc1ccc(-c3ccccc3)cc1)O2	-36	-1	0.5	16	1.6	0.2	4	-31
N#C[C@@H]1[C@H](c2ccccc2C2=CCCCC2)[C@H](CO)N1C(=O)NC1CCCC1	12	0	0.0	.	0.1	0.3	-7	-4
Cc1cc(NC(=O)c2ccccc2)n(C(C)(C)C)n1	-5	5	-0.2	6	-0.1	-1.6	0	-3

# For reference, some entries already given.
Compound	RAD52 anneal inh	CASP6 VEID inh	E-selectin induc	RAD54 inh	XiGFP reactiv	CFTR F508del cor	DENV2 CPE	GSIS activator
C[C@@H]1CN([C@H](C)CO)C(=O)c2c(c3ccccc3n2C)-c2ccccc2CO[C@H]1CN(C)S(=O)(=O)c1ccc(F)cc1	16	3	-0.5	3	-0.2	2.3	-3	-14
O=C1C(O)CCN1Cc1ccccc1 (stereo not drawn)	-5	-4	0.0	9	0.0	2.4	5	14

# Structures listed above printed as active in GSIS activator.
molecule	RAD52 anneal inh	CASP6 VEID inh	CFTR F508del cor	DENV2 CPE	GSIS activator
COc1ccccc1-c1cnc2c(Nc3cccc(OC(F)(F)C(F)F)c3)nccn12	-58	-2	-2.2	3	79*
COc1ccc(/C=C2/SC(=O)N(NS(=O)(=O)c3ccccc3)C2=S)cc1OC	-69	8	-1.1	-5	49*
CCN(c1ccccc1)S(=O)(=O)c1ccc(OC)c(OC)c1	-2	-3	1.3	2	55*

# The list goes on.
Compound	RAD52 anneal inh	CASP6 VEID inh	E-selectin induc	RAD54 inh	XiGFP reactiv	CFTR F508del cor	DENV2 CPE	GSIS activator
O=C(C[C@@H]1CC[C@H](NC(=O)C2CCOCC2)[C@@H](CO)O1)Nc1ccc(-c2ccccc2)cc1	-5	0	-0.3	7	0.2	3.7	-5	8
CC(O)c1ccc(OCCN(C)c2ccccn2)cc1 (stereo not drawn)	-7	2	-0.4	-11	0.0	-2.1	-1	-3
COCC(=O)Nc1ncc(S(=O)(=O)c2ccc([N+](=O)[O-])cc2)s1	-1	1	-3.7	.	0.0	1.4	1	11
O=C(COC(=O)CCC(=O)c1cccs1)NC1CCCCC1	4	3	.	.	0.3	2.4	14	25
O=C(Nc1ccc(N2CCOCC2)c(S(=O)(=O)Nc2ccc(Cl)cc2)c1)c1cnccn1	-8	-2	1.3	-5	-0.1	2.2	-5	-7
CC/C(=N\NC(=O)OC)c1ccc(OC(F)F)cc1	-11	-3	.	5	0.0	-2.4	8	-4
COc1ccc(C2CC(c3ccc(F)cc3)Nc3nc(N)nn32)cc1 (stereo not drawn)	-11	1	0.1	7	0.3	1.3	16	7
COc1ccccc1CCNC(=O)CCCn1nc(C)c2c(C)n(-c3ccc(C)cc3)nc2c1=O	-6	2	0.0	-15	0.1	2.4	0	-13

# Entries of single compounds from above. Order of values: RAD52 anneal inh	CASP6 VEID inh	E-selectin induc	RAD54 inh	XiGFP reactiv	CFTR F508del cor	DENV2 CPE	GSIS activator
# Record of Cc1cccc(NC(=O)NCCCCc2ccccc2)c1 → -10	1	.	1	0.1	-1.8	1	-20
# Record of CC(=NCCc1c(C)[nH]c2ccc(OC(F)(F)F)cc12)C1=C(O)CC(c2ccccc2)CC1=O (stereo not drawn) → -9	2	0.1	.	0.0	7.3	-5	-44
# Record of CCCc1c(C(=O)N/N=C/c2sccc2C)nnn1-c1nonc1N → -12	1	0.8	-24	0.1	-1.2	2	1
# Record of O=S(=O)(Cc1ccccc1)N1CCCCN2[C@H](C1)[C@H](c1ccc(-c3ccncc3)cc1)[C@@H]2CO → 2	2	-0.1	-17	0.1	-4.2	-13	-15
# Record of COC(=O)[C@@H](NC(=O)c1cc(COc2cncc(Cl)c2)on1)c1ccccc1 → 0	-2	-0.3	-13	0.0	1.0	-1	0
